Bioassay records as filed in PubChem.
CYP2C19 inhib = blocks human cytochrome P450 2C19 | P33261 | CYP2C19 Supersomes, luciferin-H EGE luminescence, 30 min | inhibition, % at 5 µM | hit rate 21% among 96,000 | AID 778;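 active = CYP2C19 inhibition above a set limit at 5 µM in the primary screen, cut at about 50% in these data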;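 note: plate controls were negative control wells for no effect and 2.5 mM tranylcypromine positive control for full effect; values of inactives mirror those of a sister screen read the other way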
Target sequence (P33261 whole entry, looked up): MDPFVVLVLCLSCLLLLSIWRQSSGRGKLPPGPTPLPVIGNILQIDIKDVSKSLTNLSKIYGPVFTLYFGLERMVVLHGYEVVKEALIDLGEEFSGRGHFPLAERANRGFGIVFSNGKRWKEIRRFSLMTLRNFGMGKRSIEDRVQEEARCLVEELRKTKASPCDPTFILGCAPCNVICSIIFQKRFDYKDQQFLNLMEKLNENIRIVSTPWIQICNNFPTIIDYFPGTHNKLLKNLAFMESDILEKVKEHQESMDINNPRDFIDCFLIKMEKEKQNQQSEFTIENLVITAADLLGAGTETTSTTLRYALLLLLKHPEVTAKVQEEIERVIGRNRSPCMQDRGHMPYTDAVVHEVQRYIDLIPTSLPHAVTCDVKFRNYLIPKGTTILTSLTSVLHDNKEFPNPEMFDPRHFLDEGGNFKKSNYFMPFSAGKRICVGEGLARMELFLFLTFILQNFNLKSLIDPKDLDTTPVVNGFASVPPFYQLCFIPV
MT1-MMP txn act = activates MT1-MMP transcription; HT1080 MT1-MMP promoter luciferase reporter, luminescence, overnight; stronger effect = higher value; activation factor at 10 µM; hit rate 0.16% among 86,000; AID 750;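 active = activation factor of at least 2 for MT1-MMP transcription at 10 µM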
PLAP act = activators of human placental alkaline phosphatase. purified PLAP enzyme, luminescent substrate read-out; stronger effect = higher value. activation fold at 20 µM. hit rate 1.2% among 96,000. AID 696; in the data active = activation fold above about 2
Target sequence (P05187 whole entry, looked up): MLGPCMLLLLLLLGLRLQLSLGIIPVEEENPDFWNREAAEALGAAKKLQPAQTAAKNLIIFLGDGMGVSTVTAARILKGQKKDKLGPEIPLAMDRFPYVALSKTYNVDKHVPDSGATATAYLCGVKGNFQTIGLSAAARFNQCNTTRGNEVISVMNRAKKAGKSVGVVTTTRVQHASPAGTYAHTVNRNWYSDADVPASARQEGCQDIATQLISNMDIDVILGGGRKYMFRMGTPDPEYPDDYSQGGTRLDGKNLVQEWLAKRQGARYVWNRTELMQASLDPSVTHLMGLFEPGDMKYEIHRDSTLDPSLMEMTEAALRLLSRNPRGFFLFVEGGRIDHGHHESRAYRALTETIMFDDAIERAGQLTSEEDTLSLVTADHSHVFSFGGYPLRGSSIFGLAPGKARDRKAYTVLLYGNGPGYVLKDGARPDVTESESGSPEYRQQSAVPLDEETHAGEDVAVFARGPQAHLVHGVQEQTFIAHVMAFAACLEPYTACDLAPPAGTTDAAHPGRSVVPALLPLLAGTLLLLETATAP
CYP2C9 inh = blocks human cytochrome P450 2C9; P11712; CYP2C9 Supersomes, luciferin-H conversion, luminescence; inhibition, % at 5 µM; hit rate 20% among 96,000;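 active = blocking of liver enzyme CYP2C9 beyond about 50% at 5 µM, limit read from the data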; note: values of inactives mirror those of a sister screen read the other way
CYP2C19 activ = activators of human cytochrome P450 2C19. activation factor at 5 µM. 96,000 tested, under 10 active. recombinant CYP2C19, luciferin-H EGE luminescence; stronger effect = higher value; 0 = fully inhibited enzyme, 1 = untreated enzyme;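 active = activation factor of at least 2 at 5 µM in the primary screen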;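 note: 0 = wells with 2.5 mM tranylcypromine and 1 = vehicle-only wells; values of inactives mirror those of a sister screen read the other way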
CYP2C9 act = CYP2C9 (human) activation | P11712 | recombinant CYP2C9, luciferin-H conversion, luminescence; stronger effect = higher value; factor 1 = untreated enzyme, 0 = blocked | activation factor at 5 µM | hit rate 1.4% among 96,000;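 active = activation factor of 2 or more for CYP2C9 at a 5 µM dose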;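 note: 0 = sulfaphenazole-blocked wells and 1 = vehicle-only wells; values of inactives mirror those of a sister screen read the other way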
Pyk2 oligo antag = Pyk2 (human) oligomerization antagonism; AID 1347419; z-score (the deposit names both 25 µM and 10 µM); Q293 cells, Pyk2 FERM NanoBiT luminescence; stronger effect = lower value; hit rate 0.83% among 99,000; Q14289;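 active = Z-score of -3 or lower, scaled per plate to the spread of control and sample wells; inactive = z-score above -3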;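 note: negative z-score means lost luminescence so less FERM oligomerization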
CD11b adhes inh = inhibitors of human CD11b/CD18 binding to fibrinogen; K562 CD11b/CD18 adhesion to fibrinogen, ATPlite luminescence; Mn2+ added to activate the integrin; inhibition, % at 10 µM; hit rate 0.54% among 93,000; AID 1497;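 active = primary inhibition of 50% or more at 10 µM, then 40% or more on retest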; note: some results filed as inactive read as strong as hits
CD11b adhes enh = enhancers of human CD11b/CD18 binding to fibrinogen; hit rate 0.07% among 93,000; K562 CD11b/CD18 adhesion to fibrinogen, ATPlite luminescence; P05107+P11215; activation, % at 10 µM;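 active = 10 µM primary screen giving 50% or more activity, confirmed by 40% or more on retest at that dose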; note: strong numbers were not always called active; reference of the scale not given here
Numbers without * were called inactive; nt = not tested or not shown. The order is random; 31% or so of the library scored in one or more.

SMILES	CYP2C19 inhib	MT1-MMP txn act	PLAP act	CYP2C9 inh	CYP2C19 activ	CYP2C9 act	Pyk2 oligo antag	CD11b adhes inh	CD11b adhes enh
COc1cccc(/C=N/NC(=O)c2csc(-n3nc(C)cc3C(F)(F)F)n2)c1	26.2	nt	1.2	11.5	0.7	0.9	-0.9	-27.0	-4.9
CC(C)(C)c1ccc(S(=O)(=O)NCCOCC(F)(F)C(F)F)cc1	97.4*	1.2	0.7	-140.8	0	2.4*	0.34	5.9	-2.1
Cc1onc(-c2ccccc2)c1C(=O)N1CCN(S(=O)(=O)c2ccc3c(c2)OCCO3)CC1	73.6*	1.1	1.6	40.9	0.3	0.6	1.15	-9.2	4.7
CCOC(=O)C1=C(C)N=C2SCCC(=O)N2C1c1sccc1C (centres undefined)	-0.6	1.1	1.1	3.5	1	1	-0.26	11.4	-1.3
COc1ccc(OC)c(/C=N/NC(=O)CC2C(=O)NN=C2C)c1 (centres undefined)	-11.2	nt	1	-4.8	1.1	1	0.49	-4.9	-4.7
COc1ccc(-c2noc(-c3ccccc3C(=O)NCc3ccco3)n2)cc1OC	31.2	1.3	0.8	20.9	0.7	0.8	-0.16	-11.0	1.3
CCCC(=O)Nc1ccc(-c2nc3cc(C)ccc3o2)cc1	14.2	nt	1.3	-1.4	0.9	1	-0.46	41.4	33.4
COc1ccc(-n2c(COc3ccccc3)nnc2SCc2ccc(C#N)cc2)cc1	96.0*	1.3	1	92.6*	0	0.1	-1.17	-5.6	10.1
N#Cc1cnc2sc3ccccc3n2c1=N	19.3	1.6	0.9	89.0*	0.8	0.1	0.1	-24.0	-0.6
CCOC(=O)CC1ON(C)C(=O)N1c1ccc([N+](=O)[O-])cc1 (centres undefined)	97.9*	1.2	1	20.5	0	0.8	0.14	3.6	-4.2
O=C(CSc1ccccc1)Nc1ccc(S(=O)(=O)NCC2CCCO2)cc1 (centres undefined)	48.3	1.2	1.6	90.9*	0.5	0.1	0.5	4.9	-2.6
O=C1C2C3C=CC(CC3)C2C(=O)N1/N=C/c1ccc(O)cc1 (centres undefined)	27.8	nt	1	-95.9	0.7	2*	-0.72	4.0	-5.6
CCOc1ccccc1NC(=O)C(Sc1ccccc1)c1ccccc1 (centres undefined)	40.1	nt	0.9	-24.1	0.6	1.2	-2.06	14.8	0.0
COc1cccc(C(=O)Oc2cc(-c3ccccc3)no2)c1	-3.3	1.1	1.2	5.8	1	0.9	-0.55	-28.1	-2.3
Cc1ccc(NC(=O)c2cc(-c3ccc(C)o3)nc3ccccc23)nc1	-3.9	1	0.9	3.2	1	1	0.03	0.4	-3.2
CCOC(=O)c1cccnc1SCC(=O)N(C)c1ccccc1	39.1	1	1	40.6	0.6	0.6	0.52	-3.0	-1.7
CC(C)(C)N1C(=O)c2ccc(C(=O)O)cc2C1=O	-6.9	1.3	0.9	-3.3	1.1	1	1.8	nt	nt
O=C(COc1ccc(-c2ccccc2)cc1)N1CCN(C(=O)c2cccnc2)CC1	-9.2	1.2	1.6	-15.1	1.1	1.2	0.24	2.6	1.4
CCCn1cc(SCC(=O)Nc2nnc(C)s2)c2ccccc21	29.4	1.1	1.1	63.0*	0.7	0.4	nt	-9.3	-2.0
O=C(NCCN1CCN(c2ccccc2)CC1)c1cccc(Br)c1	53.1*	1.3	1	44.9	0.5	0.6	0.33	-18.0	0.2
N#CC1=C(N)Oc2c(oc(CO)cc2=O)C1c1cccs1 (centres undefined)	-12.0	0.9	0.8	-16.9	1.1	1.2	0.59	-6.2	1.0
COc1cc(NC(=S)NN2CCN(C)CC2)cc(OC)c1	2.8	nt	1.1	9.9	1	0.9	0.19	-23.9	2.2
CC(=O)Nc1ccc(NC(=O)CNS(=O)(=O)c2ccc(C)cc2)cc1	41.5	1	0.9	28.0	0.6	0.7	-0.2	1.9	-3.6
COc1cc(/C=N/n2cnnc2)ccc1OC(=O)c1ccncc1	30.1	1.2	0.9	32.7	0.7	0.7	0.63	-1.1	-5.8
COc1ccc(CN2CCN(S(=O)(=O)c3ccccc3)CC2)c(OC)c1	51.6*	1.1	1.1	60.2*	0.5	0.4	-1.79	-9.8	0.0
Nc1scc2c(C(=O)N/N=C/c3ccc(Cl)cc3)nn(-c3ccccc3)c(=O)c12	5.6	nt	1	54.0*	0.9	0.5	-0.19	-15.3	18.9
CSCCOC(=O)c1[nH]c2c(c1C)C(=O)CC(c1ccco1)C2 (centres undefined)	5.1	0.4	0.9	52.4*	0.9	0.5	nt	13.9	52.1
O=C(NCN1CCc2ccccc2C1)c1ccccc1	81.3*	1.3	1	19.7	0.2	0.8	0.23	-5.5	-2.6
Cc1cc(C)c(S(=O)(=O)N2CCN(c3nc4c(c(=O)n(C)c(=O)n4C)n3C)CC2)c(C)c1	9.4	1	1.4	22.5	0.9	0.8	nt	-2.4	-1.2
COc1ccc(CCNC(=O)CSc2ccc(-c3ccccc3)nn2)cc1OC	70.7*	nt	0.9	24.6	0.3	0.8	2.25	nt	nt
NC(=O)c1ccc(-n2nnnc2SCC(=O)Nc2ccccc2-c2ccccc2)cc1	37.4	nt	0.9	23.6	0.6	0.8	-0.08	-2.0	0.1
N/C(COc1ccc(C(=O)O)cc1)=N\O	-17.9	1	1.1	-14.9	1.2	1.1	1.7	8.3	-1.9
CCOCCCNC(=O)C1c2ccccc2C(=O)N2CCc3ccccc3C12 (centres undefined)	-5.3	1.2	1	14.9	1.1	0.9	0.24	-20.0	-3.1
Fc1ccc(-c2nn3c(C4COc5ccccc5O4)nnc3s2)cc1 (centres undefined)	6.8	1.4	0.9	49.0	0.9	0.5	0.57	-1.1	-0.8
C=CCn1c2ccccc2c2nnc(SCc3ccc4nonc4c3)nc21	83.8*	1.2	1.1	83.9*	0.2	0.2	-1.36	18.4	17.8
COc1cccc(C2=NN(C(=O)c3ccccc3)C(O)(C(F)(F)F)C2)c1 (centres undefined)	88.8*	nt	1.6	92.4*	0.1	0.1	-0.79	5.2	-3.6
CCN(c1cccc(C)c1)S(=O)(=O)c1ccc2c(c1)CCN2C(C)=O	33.8	nt	0.9	38.5	0.7	0.6	-0.42	-3.7	-2.1
CCSc1ncc(Cl)c(C(=O)N(Cc2ccc(N(C)C)cc2)C2CCS(=O)(=O)C2)n1 (centres undefined)	3.2	1	1.3	10.2	1	0.9	0.31	-14.0	2.4
CCN(CC)CCCNC(=O)c1nn(-c2cccc(OC)c2)c(=O)c2ccccc12	-7.4	1	1	29.3	1.1	0.7	0.12	-10.3	5.8
Cc1cnc(NC(=O)CN2CCN(c3ccccn3)CC2)s1	34.2	1.1	1.2	35.8	0.7	0.6	-0.29	nt	nt
Cc1ccc(CN2C(=O)CCC2C(=O)NCc2ccco2)cc1 (centres undefined)	17.7	1.1	0.7	1.8	0.8	1	-0.28	nt	nt
NC(=O)C1(N2CCCCC2)CCN(C(=O)c2ccc(C#CC3(O)CCCCC3)cc2)CC1	47.6	1	1.7	45.4	0.5	0.5	0.05	3.9	0.5
Cc1cccc(NS(=O)(=O)c2ccc3c(c2)OCCO3)c1	99.9*	1.2	1.2	18.0	0	0.8	-0.9	8.9	2.7
Cc1cc(C)n(-c2ccc(C(=O)NC(C)C)cc2)n1	-2.9	1.1	1	-4.9	1	1	-0.62	-5.3	1.1
COc1ccc(-c2nc(NC(=O)C3CCN(c4nc5ccccc5o4)CC3)sc2C)cc1	29.2	0.9	0.8	51.1*	0.7	0.5	-0.06	34.7	-4.2

With a hit mark in CYP2C9 act, of those listed so far:
SMILES	CYP2C19 inhib	MT1-MMP txn act	PLAP act	CYP2C9 inh	CYP2C19 activ	CYP2C9 act	Pyk2 oligo antag	CD11b adhes inh	CD11b adhes enh
CC(C)(C)c1ccc(S(=O)(=O)NCCOCC(F)(F)C(F)F)cc1	97.4*	1.2	0.7	-140.8	0	2.4*	0.34	5.9	-2.1
O=C1C2C3C=CC(CC3)C2C(=O)N1/N=C/c1ccc(O)cc1 (centres undefined)	27.8	nt	1	-95.9	0.7	2*	-0.72	4.0	-5.6

Continued.
SMILES	CYP2C19 inhib	MT1-MMP txn act	PLAP act	CYP2C9 inh	CYP2C19 activ	CYP2C9 act	Pyk2 oligo antag	CD11b adhes inh	CD11b adhes enh
CN(C)CC(C)(C)CNS(=O)(=O)CC12CCC(CC1=O)C2(C)C (centres undefined)	-1.9	nt	1.1	4.7	1	1	1.07	-5.7	0.2
Cc1nn(CCC(=O)O)c2nc(-c3cccnc3)cc(C(F)(F)F)c12	15.7	1.1	1.1	46.6	0.8	0.5	0.55	-5.2	0.3
CN1CCCC(OC(=O)c2cc(Cl)ccc2Cl)C1 (centres undefined)	19.1	1.2	1.5	-7.2	0.8	1.1	0.8	-3.3	-0.5
COc1ccccc1C(=O)Nc1ccccn1	28.1	1.1	0.9	-3.0	0.7	1	-0.3	-0.9	-2.0
Cc1ccc(NC(=O)C(=O)NC2CCCCC2)cc1	15.3	1.3	0.8	37.9	0.8	0.6	-0.05	-45.2	-6.6
Cc1ccc(NC(=O)N(C2CCCCC2)C(C)c2cccnc2)cc1C (centres undefined)	6.7	nt	1	-8.6	0.9	1.1	nt	1.3	-5.3
O=C(CSc1nnc2c(Cl)cc(C(F)(F)F)cn12)Nc1ccc2c(c1)OCO2	30.1	1.1	0.9	32.4	0.7	0.7	-0.67	-8.6	-2.7
COCCn1cc(C(=O)N2CCN(C)CC2)c2c3ccccc3n(C)c2c1=O	-0.4	1.1	1.2	-1.3	1	1	-0.21	-7.0	-0.5
O=C(CSc1nnc(Cc2ccccc2)n1-c1ccc(Cl)cc1)N1CCOCC1	7.7	1	1.8	0.8	0.9	1	-0.45	3.8	-2.3
Cc1ccc(N2CCN(/N=C/c3sccc3C)CC2)cc1	49.5	nt	0.8	-178.6	0.5	2.8*	1.18	-27.8	-2.0
C/C(=C\C(=O)c1ccccc1)Nc1ccc(O)cc1	-11.0	1.8	0.8	-10.6	1.1	1.1	0.49	-1.7	-2.3
CN1CCN(S(=O)(=O)c2ccc(NC(=S)NC(=O)c3ccc(Cl)cc3)cc2)CC1	15.8	nt	1.2	18.9	0.8	0.8	0.33	28.5	6.9
COc1cc(CNC2CCCC2)cc(OC)c1OC	-1.5	1.3	1.1	-13.2	1	1.1	0.97	8.3	-0.2
Cn1c(N2CCOCC2)c(/C=N/OC(=O)c2ccc(F)cc2)c2ccccc21	14.8	nt	1	55.8*	0.9	0.4	1.16	0.5	-0.7
CCCNC(=O)Nc1cc(C)on1	2.5	1.2	1.1	15.3	1	0.8	0.54	-9.9	-2.2
COc1ccc(OCCCON2C(=O)c3ccccc3C2=O)cc1	26.4	1	0.8	7.6	0.7	0.9	0.56	7.2	-3.0
Cc1cc2nc(C3CCCN(C(=O)NCc4ccccc4)C3)[nH]c2cc1C (centres undefined)	21.2	1.9	1.2	26.0	0.8	0.7	-0.8	4.7	1.8
O=C(O)CSc1nnc(CNc2cccc(C(F)(F)F)c2)n1Cc1ccco1	-24.4	1.2	1.4	-24.7	1.2	1.2	0.33	7.5	-4.3
CCOCc1cc(C)[nH]c(=O)c1C#N	4.9	1	1	3.5	1	1	1.87	nt	nt
O=C(NC1CCS(=O)(=O)C1)Oc1ccccc1 (centres undefined)	-1.1	0.9	0.8	-2.3	1	1	0.29	3.0	-3.7
COC(=O)c1ccc(CSc2nc(C)nc3sc(C)c(C)c23)o1	31.8	1	0.9	3.9	0.7	1	0.86	-5.3	3.6
C(=N\N1CCN(Cc2ccccc2)CC1)/c1cccs1	60.0*	nt	0.9	12.8	0.4	0.9	0.34	-53.4	-1.5

2 of the compounds above, in markdown.
| Compound | CYP2C19 inhib | MT1-MMP txn act | PLAP act | CYP2C9 inh | CYP2C19 activ | CYP2C9 act | Pyk2 oligo antag | CD11b adhes inh | CD11b adhes enh |
| --- | --- | --- | --- | --- | --- | --- | --- | --- | --- |
| O=C(NC1CCS(=O)(=O)C1)Oc1ccccc1 (centres undefined) | -1.1 | 0.9 | 0.8 | -2.3 | 1 | 1 | 0.29 | 3.0 | -3.7 |
| C(=N\N1CCN(Cc2ccccc2)CC1)/c1cccs1 | 60.0* | nt | 0.9 | 12.8 | 0.4 | 0.9 | 0.34 | -53.4 | -1.5 |
